From PubChem BioAssay
CF NFkB inh – inhibitors of cystic fibrosis induced NF-kB. KKLEB NF-kB-GFP reporter, PAF-induced, GFP fluorescence overnight. inhibition, % at 5 µM. 360,000 tested, 0.86% active. AID 588850;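 active = at least 50% inhibition at 5 µM, scaled per plate between neutral and stimulator controls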;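 note: PAF is a Pseudomonas aeruginosa culture filtrate used as stimulus; plate controls were PAF-stimulated DMSO wells for no effect and unstimulated DMSO wells for full effect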
NR2E3 ag-1 – activates human NR2E3 receptor; Q9Y5X4; CHO-S Gal4-NCOR/VP16-NR2E3 two-hybrid, luciferase; inhibition of corepressor binding, % at 3.98 µM; 360,000 tested, 0.35% active; AID 602229;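 active = inhibition above the mean of all tested compounds plus 3 SD, cut at about 70% in these data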;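 note: 0% = DMSO with NR2E3 transfected cells and 100% = cells lacking NR2E3 construct; higher means lower luciferase signal from less NR2E3 corepressor binding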
Target sequence (Q9Y5X4 whole entry, looked up, the tested form may be a part): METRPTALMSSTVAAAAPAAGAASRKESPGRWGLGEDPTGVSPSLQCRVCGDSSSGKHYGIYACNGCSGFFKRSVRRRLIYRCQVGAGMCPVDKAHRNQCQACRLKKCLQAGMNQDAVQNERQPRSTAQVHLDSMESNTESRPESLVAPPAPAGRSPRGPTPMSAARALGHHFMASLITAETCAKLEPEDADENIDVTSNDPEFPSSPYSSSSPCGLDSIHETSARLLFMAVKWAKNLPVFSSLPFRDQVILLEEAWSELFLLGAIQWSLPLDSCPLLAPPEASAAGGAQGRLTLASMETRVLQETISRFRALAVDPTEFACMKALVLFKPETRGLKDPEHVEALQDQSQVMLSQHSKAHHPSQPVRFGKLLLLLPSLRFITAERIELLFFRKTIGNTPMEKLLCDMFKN
Shn3 3UTR inh – inhibitors of Schnurri-3 3'UTR reporter in osteoblasts; 360,000 tested, 0.52% active; Clone20 osteoblast Shn3 3'UTR firefly luciferase, 24 h; inhibition, % at 12.5 µM; AID 588674;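 active = mean inhibition of at least 75% with every replicate also reaching 75%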;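 note: 0% = median of neutral control wells and 100% = pilot-screen positive control compound; some compounds past the cut are filed as inactive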
TRPM1 prom inh – reduces MITF-dependent TRPM1 promoter luciferase signal | AID 488899 | SK-MEL-5 TRPM1 promoter luciferase, 24 h | inhibition, % at 12.5 µM | 330,000 tested, 0.83% active;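 active = mean inhibition across replicates of 60% or more, whatever share of single replicates reaches that level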; note: values of inactives mirror those of a sister screen read the other way
Peg3 promoter – reduces Peg3 promoter-driven luciferase expression in HeLa | HeLa PEG-Prom luciferase reporter, luminescence, overnight | 360,000 tested, 1.7% active | inhibition, % at 20 µM;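 active = inhibition of at least 50% at 20 µM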
HIF-2a block – blocks HIF-2a reporter activity; inhibition, % at 18.8 µM; 360,000 tested, 0.72% active; AID 624352; 786-0 RCC cells HIF-2a reporter, luciferase luminescence, overnight;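 active = inhibition of the luminescence signal of 40% or more relative to plate controls, in a single-dose primary screen at 18.75 µM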
TROY NFkB inh – blocks TROY-dependent signaling in reporter cells; 360,000 tested, 0.98% active; inhibition, % at 10 µM; AID 1347056; Q293 LMP1-TROYcd NF-kB luciferase reporter, 4 h;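 active = compounds whose plate-normalised and pattern-corrected inhibition of the luciferase reporter signal at the single screening dose is 50% or more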
KKLEB cytotox – CF airway cell cytotoxicity counter-screen. KKLEB CF airway cells viability, ATPlite luminescence, overnight; stronger effect = lower value; cells stimulated with P. aeruginosa culture filtrate. activity change (cytotoxicity), % at 5 µM. 360,000 tested, 0.36% active. AID 602141;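 active = corrected activity change at or below -50% at 5 µM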
TWEAK-Fn14 inh – blocks TWEAK-Fn14 interaction in a reporter cell assay; TWEAK-stimulated Fn14 reporter cells, luciferase luminescence, 8 h; inhibition, % at 10 µM; 360,000 tested, 2% active; AID 1159606; in the data active = inhibition above about 50%
C8 TRAIL sens – sensitizes caspase-8 expressing cells to TRAIL; NB7+C8 cells + TRAIL, ATPlite viability luminescence; inhibition (viability loss, TRAIL sensitization), % at 10 µM; 360,000 tested, 1% active; AID 624354;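 active = compounds causing at least 50% loss of cell viability in the single-dose screen, relative to plate controls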
NR2E3 ag-2 – NR2E3 (human) agonism | GST-NR2E3/biotin-RetCOR TR-FRET, 1536-well | 320,000 tested, 0.12% active | AID 2300 | inhibition of corepressor binding, % at 4.78 µM | Q9Y5X4;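 active = percent inhibition above the cutoff of mean plus 3 SD of all tested compounds, set per screening campaign, cut at about 20% in these data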;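 note: 0% = DMSO wells and 100% = biotin wells as full block of FRET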
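Format: 1536-well format; test system: GST-NR2E3 and biotin-RetCOR proteins; read-out basis: percent inhibition of TR-FRET ratio; timing: 5 h incubation at 4 °C; detection: time-resolved FRET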
Starred values were filed as active, the others as inactive; nt = not tested or not shown. The list is partial, so the mix of outcomes need not match the whole.

nr	canonical_smiles	CF NFkB inh	NR2E3 ag-1	Shn3 3UTR inh	TRPM1 prom inh	Peg3 promoter	HIF-2a block	TROY NFkB inh	KKLEB cytotox	TWEAK-Fn14 inh	C8 TRAIL sens	NR2E3 ag-2
1	CC(=O)c1cccc(NC(=O)CSc2nc(C3CC3)nc3ccccc23)c1	42	11	-4	-2	21	29	40	-23	58*	-16	-11
2	CCN(CC)CC#CC(OC)(c1ccccc1)c1ccccc1	18	-11	24	-11	3	1	-25	2	6	4	-2
3	Cc1ccsc1C1NC(=O)c2c(sc3c2CCCC3)N1 (stereo not drawn)	-13	-107	-94	-55	-267	-350	-43	-1	14	26	1
4	CCN(CC)C(=S)Sc1c(-c2ccccc2)c2cc(Cl)ccc2[nH]c1=O	-3	-15	87*	-2	43	19	-5	-1	37	5	-3
5	O=C(COC(=O)c1cccs1)Nc1nc(-c2ccccc2)cs1	-41	-13	-23	-6	-201	-130	-51	5	-6	5	6
6	Cc1nn(Cc2ccc([N+](=O)[O-])cc2)c(=O)n1N(C)c1ncc(C(F)(F)F)cc1Cl	-1	19	-4	-13	8	8	11	-9	-23	-21	-2
7	COC(=O)c1c(C)nc2ccccc2c1-c1ccccc1	1	-21	11	5	30	20	8	-10	-6	0	1
8	COc1ccc(NC(=O)C(=O)NNC(=O)c2cccs2)c(OC)c1	22	-27	20	-11	5	7	-1	-8	2	-1	0
9	COc1ccc(CC(=O)Oc2ccc(C#N)cc2)cc1	-15	0	5	11	-1	13	-4	4	3	7	0
10	O=C(COC(=O)c1cncc(Br)c1)Nc1ccc(F)c(F)c1F	12	-25	-12	5	9	10	-8	-8	-11	-49	nt
11	COc1ccc(C2CC(c3ccccc3)=NN2C(=O)COC(=O)c2ccc(S(C)(=O)=O)cc2)cc1 (stereo not drawn)	55*	-4	14	4	8	-26	24	20	2	18	2
12	OCc1c(Cl)nc2ccccn12	-15	-8	1	5	19	16	-5	17	-6	-7	4
13	Cc1c(N/N=C(\C#N)C(=O)c2ccccc2)c(=O)n(-c2ccccc2)n1C	8	42	89*	31	36	20	7	0	1	26	nt
14	Cc1ccc(CNC(=O)CCc2nnc3ccc(N4CCC5(CC4)OCCO5)nn23)cc1	-7	-34	9	3	10	13	-12	8	-18	-4	2
15	Cc1cc2cc(CNC(=O)Nc3ccc(Cl)c(Cl)c3)ccc2n1C	-12	-3	1	nt	7	2	9	14	-5	5	4
16	COc1cc(OC)cc(C(=O)NNC(=O)c2cc3c(s2)CCCC3)c1	4	-10	-3	7	9	10	-14	0	-3	-2	3
17	COc1ccc(OCCNc2cc(N3CCCCC3)ccc2[N+](=O)[O-])cc1	13	-14	24	0	-10	-19	-1	-13	4	12	-1
18	COCCN(C(=O)Cc1cccs1)C(C(=O)NC1CCCC1)c1ccc(OC)c(OC)c1 (stereo not drawn)	-4	11	19	4	6	16	7	4	8	3	5
19	CCOC(=O)C(NC(C)=O)C(=O)Nc1ccc(OC)cc1 (stereo not drawn)	-11	18	-13	18	-12	11	-29	6	31	7	1
20	CCOc1ccc(NS(=O)(=O)c2ccc(-c3cnc(C4CC4)o3)cc2)cc1	15	21	19	11	35	6	38	-8	16	18	-1
21	CC1(C(=O)NS(=O)(=O)c2cccc(OC(F)F)c2)CCN1C(=O)c1ccccc1CCc1ccccc1 (stereo not drawn)	22	8	4	nt	15	16	22	-1	8	-3	nt
22	NNC(=O)CCn1nnc2ccccc21	7	-10	12	-3	5	19	3	8	-2	-5	0
23	c1ccc(CCNCc2ccco2)nc1	0	-18	-7	7	-35	-24	8	0	15	-8	nt
24	Cc1ccsc1/C=N/NC(=O)c1ccc(-n2cccc2)cc1	-1	-56	-11	-46	-122	-165	-67	-8	-24	-3	-2
25	CCOc1cc(NC(=O)C2CC2)c(OCC)cc1NC(=O)CCn1nnc2ccccc21	-4	-2	23	7	14	14	5	-4	11	-4	4
26	COc1cccc(C(=O)OC2CCN(C)CC2)c1	-1	-18	-68	2	-11	-6	-3	1	6	4	1
27	COC(=O)C1=NN[C@H](C(=O)OC)[C@H]1c1ccccc1	-11	-5	0	-12	1	16	-5	14	-19	8	0
28	Nc1nc(-c2cc3ccccc3o2)cs1	6	-71	-51	-100	-394	-323	-56	0	-9	16	2
29	CCCNS(=O)(=O)c1ccc(N2CCCC2=O)c([N+](=O)[O-])c1	10	-14	2	2	-6	9	-3	7	6	0	-3
30	CCCC(=O)NC(=S)Nc1ccccc1OC	-6	4	-2	11	-13	3	-5	-1	3	1	-1
31	CN(C)S(=O)(=O)c1ccc(NC(=O)COC(=O)CC2CC3CCC2C3)cc1 (stereo not drawn)	-7	8	4	0	1	8	-6	16	-7	1	1
32	COc1ccc(C)cc1NC(=O)Nc1ccc2c(c1)CCC2	3	-39	-10	-10	-71	-146	-28	1	-31	-9	5
33	O=C(C1CCC(Cn2c(=S)[nH]c3ccccc3c2=O)CC1)N1CCN(c2ccccn2)CC1 (stereo not drawn)	-18	-6	51	9	42	1	-7	9	56*	12	-2
34	O=C(c1ccc(C(F)(F)F)cc1)N1CCN(c2ccc(N3CCOCC3)nn2)CC1	-13	-19	-15	-3	1	11	-28	5	2	-2	-1
35	S=c1[nH]nc(COc2ccc(Cl)cc2)n1-c1ccc(Cl)cc1	-8	-38	-10	-2	0	19	22	0	8	6	3
36	CCCS(=O)(=O)NC(=O)C1(C)CCCN(C(=O)c2cccnc2Oc2ccccc2)C1 (stereo not drawn)	-10	-19	-1	nt	6	6	-5	4	-6	-3	nt
37	Cc1cc(C)c[n+](-c2[nH]c(=O)sc2/C=N/N=C(\N)[S-])c1	-13	-29	5	-1	13	11	-13	-2	-1	4	5
38	CCCc1ccc(C(=O)NNc2cccc(C)c2)cc1	-13	12	-1	-16	-99	-217	-44	15	-31	12	8
39	CC(C)OCCCNC(=O)Cn1ncc2c(=O)oc3ccccc3c21	-20	21	-2	-2	40	11	12	-7	3	-21	6
40	COc1ccc(N2CCN(C(CNC(=O)C(=O)NCc3ccc4c(c3)OCO4)c3ccco3)CC2)cc1 (stereo not drawn)	-22	10	38	15	4	10	16	1	14	-4	4
41	COc1ccnc2c1c(=O)n(Cc1cccc(Cl)c1)c(=O)n2C	-45	7	11	-7	1	5	16	-7	-1	-11	2
42	O=S(=O)(c1cccc2nsnc12)N1CCc2ccccc21	-12	5	3	-1	12	6	2	-10	-12	-15	nt
43	Clc1ccc(CSc2cc3c(nn2)-c2ccccc2CC3)cc1	-10	-29	-41	-41	-189	-212	-41	2	-25	-6	5
44	O=C(CCC(=O)N/N=C/c1ccccc1O)NCc1ccccc1	0	5	-23	-10	-1	-10	-28	-19	11	1	-3
45	CC(C)(C)c1nc(CN2CCCCC2)cc(CN2CCCCC2)c1O	17	7	39	-1	12	10	1	-6	-10	-11	3
46	CCc1nnc(NS(=O)(=O)c2ccc(N/C=C(\C=O)c3nc4cc(Cl)ccc4o3)cc2)s1	-6	-36	16	8	-8	-2	24	-2	19	2	0
47	CCN(CC)C(=O)c1ccc(S(=O)(=O)NCc2cccnc2)cc1	4	10	43	8	16	3	12	1	-8	-14	7
48	COC(=O)c1ccc(C(=O)OC)c(NC2=NS(=O)(=O)c3ccccc32)c1	-39	7	-4	-1	0	10	-3	3	17	11	-1
49	COc1cccc(/C=N/Nc2nc3ccccc3n3cnnc23)c1	10	-24	-1	-16	38	-16	-47	-14	-7	24	-5
50	CC1CCN(C(c2ccc(N(C)C)cc2)c2nnnn2Cc2ccc(F)cc2)CC1 (stereo not drawn)	9	-36	8	-9	-6	-36	-2	-2	3	9	3
51	O=C(Cn1cnc2c(OCc3ccccc3)ncnc21)NCc1ccccc1	19	-30	-13	7	8	-6	14	-6	-5	18	nt
52	CCOc1ccc(NC(=O)CN2C(=O)CSc3ccc(S(=O)(=O)N4CCOCC4)cc32)cc1	-12	-8	14	-5	10	2	2	15	9	-13	2
53	O=C(CCCc1c[nH]c2ccccc12)Nc1ccc(S(=O)(=O)Nc2ncccn2)cc1	0	-25	0	10	-1	12	-2	13	12	4	-5
54	COc1cc2ccnc(C=O)c2cc1OC	86*	-33	6	nt	28	6	2	-26	56*	33	nt
55	CC(C)CNS(=O)(=O)c1cc2c3c(c1)CCC(=O)N3CCC2	10	-1	-11	-7	8	-5	3	4	7	-19	6
56	COc1ccc(Cc2ccccc2C(=O)O)cc1	-15	-4	10	1	5	1	0	7	6	-6	nt
57	O=C(CN1C(=O)CSc2ccc(S(=O)(=O)N3CCOCC3)cc21)NCCCN1CCc2ccccc2C1	-4	-17	15	7	12	3	19	6	21	-8	-1
58	COC(=O)C1CCN(C(=O)COC(=O)c2ccc(=O)n(Cc3ccccc3)n2)CC1	3	-13	0	3	12	14	-12	-19	0	3	1
